Bioassay records: PubChem, Sanford-Burnham Center for Chemical Genomics
mIAP act: mouse IAP activation | muIAP, CDP-Star luminescence, 30 min; hits give high values; 1 = vehicle-only enzyme signal, 0 = enzyme-free wells | activation factor at 10 µM | 0.24% of 330,000 active | AID 2805;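 active means activation factor of at least 2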; further: the source names both 10 and 20 µM as test concentration; values of inactives mirror those of a sister screen read the other way
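System: Mouse IAP enzyme | Also added: CDP-Star substrate | Dosing: Compounds dispensed in DMSO | Schedule: 30 min enzyme-substrate-compound incubation at room temperature | Technique: Chemiluminescence readout | Control set: DMSO-only wells and no-enzyme negative control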
Apaf1 inhib: inhibitors of human Apaf-1 apoptosome. inhibition, % at 20 µM. AID 489030. O14727. 0.71% of 330,000 active. reconstituted apoptosome caspase-3 activity, DEVD-Rh110 fluorescence; active means inhibition of at least 40% at 20 µM;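 further: plate controls were DMSO wells for no effect and DEVD-CHO caspase inhibitor wells for full effect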
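Material: reconstituted apoptosome with Apaf-1, cytochrome c, caspase-9, procaspase-3, dATP; medium: pH 7.5 Hepes buffer with CHAPS, BSA, DTT; also added: cytochrome c and DEVD-Rh110 substrate; timing: 30 min plus 50 min, RT; signal: Rh110 fluorescence intensity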
mIAP inh: blocks mouse intestinal alkaline phosphatase; purified mouse IAP, CDP-Star luminescence, 30 min; 0.2% of 330,000 active; inhibition, % at 10 µM;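 active means inhibition of at least 40% at 10 µM in the primary screen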;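 further: plate controls were DMSO with enzyme for no effect and no enzyme wells for full effect; values of inactives mirror those of a sister screen read the other way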
NALP3 yeast inh: NALP3 inhibition in yeast. 0.39% of 330,000 active. Yeast reconstituted NLRP3/ASC/caspase-1, beta-gal luminescence, 24 h. inhibition, % at 10 µM;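 active means inhibition of 50% or more; inactive means inhibition below 50%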;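 further: plate controls were induced DMSO wells for no effect and uninduced yeast grown without galactose for full effect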
tim10-1 inh: growth inhibitors of tim10-1 mutant yeast | S. cerevisiae tim10-1 ts strain growth, BacTiter-Glo, 24 h | inhibition, % at 20 µM | 2.2% of 330,000 active;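 active means inhibition of at least 40%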;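 further: mutant grown at 25 °C; 0% = DMSO wells with yeast and 100% = wells holding no yeast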
TIM10 inh: TIM10 yeast growth inhibition; 1.4% of 330,000 active; inhibition, % at 10 µM; S. cerevisiae TIM10 strain growth, BacTiter-Glo luminescence, 24 h;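 active means inhibition of 40% or more at the single tested concentration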;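 further: wild-type TIM10 isogenic control strain grown at permissive 25 °C; 0% = DMSO yeast wells and 100% = minimal medium wells without yeast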
hIAP act: human IAP activation. activation factor at 10 µM. purified human IAP, CDP-Star luminescence, 30 min; hits give high values; 1 = vehicle-only enzyme, 0 = enzyme-free background. 0.16% of 330,000 active;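 active means activation factor of the enzyme at least 2-fold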; further: the source names both 10 and 20 µM as test concentration; values of inactives mirror those of a sister screen read the other way
Target sequence (P09923 whole entry, looked up): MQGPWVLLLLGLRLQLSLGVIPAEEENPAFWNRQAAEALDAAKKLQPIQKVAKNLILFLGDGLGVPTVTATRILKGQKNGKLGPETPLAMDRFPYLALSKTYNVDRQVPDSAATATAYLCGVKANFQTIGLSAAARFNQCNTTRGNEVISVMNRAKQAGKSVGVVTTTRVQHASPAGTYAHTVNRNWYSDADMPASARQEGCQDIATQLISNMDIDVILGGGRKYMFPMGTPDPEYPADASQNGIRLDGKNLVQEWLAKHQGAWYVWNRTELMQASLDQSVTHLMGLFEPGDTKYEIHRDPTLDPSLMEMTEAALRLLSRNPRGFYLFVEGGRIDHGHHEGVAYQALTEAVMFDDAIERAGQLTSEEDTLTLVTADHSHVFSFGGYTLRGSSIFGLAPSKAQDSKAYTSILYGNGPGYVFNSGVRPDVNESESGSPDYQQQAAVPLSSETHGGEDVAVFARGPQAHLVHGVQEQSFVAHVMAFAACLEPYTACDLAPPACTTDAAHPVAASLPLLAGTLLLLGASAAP
hIAP inh: human IAP inhibition | 0.12% of 330,000 active | P09923 | inhibition, % at 10 µM | purified IAP, CDP-Star luminescence, 30 min;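 active means inhibition reaching a set limit with compound at 10 µM in the primary screen, cut at about 35% in these data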;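 further: plate controls were DMSO wells with enzyme for no effect and no-enzyme buffer wells for full effect; values of inactives mirror those of a sister screen read the other way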
ATG4B inhibitor: ATG4B (human) cysteine protease inhibition | 0.51% of 340,000 active | ATG4B cleavage of LC3-PLA2, NBD-HPC fluorescence, 1 h | AID 504462 | inhibition, % at 8.33 µM; in the data active means inhibition above about 40%
Target sequence (Q9Y4P1 whole entry, looked up): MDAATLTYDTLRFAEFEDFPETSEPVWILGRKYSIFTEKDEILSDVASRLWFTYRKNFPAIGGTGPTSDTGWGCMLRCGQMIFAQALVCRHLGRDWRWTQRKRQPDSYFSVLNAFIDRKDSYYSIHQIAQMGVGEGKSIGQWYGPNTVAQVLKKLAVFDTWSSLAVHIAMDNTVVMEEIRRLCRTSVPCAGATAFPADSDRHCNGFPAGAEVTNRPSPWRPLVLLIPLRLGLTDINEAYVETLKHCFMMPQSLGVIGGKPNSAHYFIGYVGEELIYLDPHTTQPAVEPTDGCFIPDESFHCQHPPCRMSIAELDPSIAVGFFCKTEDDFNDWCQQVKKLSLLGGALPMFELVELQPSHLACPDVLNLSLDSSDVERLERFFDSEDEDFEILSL
Starred values were filed as active, the others as inactive; nt = not tested or not shown. Outcome played no part in choosing rows, and some 4.5% of all compounds hit somewhere here.

The line under a structure holds: mIAP inh	ATG4B inhibitor	hIAP act	Apaf1 inhib	tim10-1 inh	TIM10 inh	hIAP inh	mIAP act	NALP3 yeast inh
1) Cc1cccc(S(=O)(=O)N2CN(Cc3ccco3)c3nc4ccccc4nc32)c1
    4	-7	1	6	19	16	-4	0.96	2
2) CC[C@@H](C)[C@H](NC(=O)Cc1c(C)c2cc3c(C)c(C)oc3c(C)c2oc1=O)C(=O)O
    -1	5	1.3	10	16	1	-27	1	10
3) N#Cc1c(NC(=O)CCCC(=O)O)sc2c1CCCCC2
    18	-8	1.1	-9	-6	2	-7	0.82	8
4) Cc1ccc(S(=O)(=O)Nc2nc3ccccc3nc2N2CCN(c3ccccc3F)CC2)cc1
    6	61*	1	4	6	9	-3	0.94	7
5) COc1ccccc1N/C=C1/Sc2cc(Cl)ccc2NC1=O
    1	nt	1	7	9	-6	-4	0.99	4
6) CNC(=S)N/N=C/c1cn(Cc2c(F)cccc2Cl)c2ccccc12
    13	-8	1.1	7	47*	57*	-12	0.87	16
7) O=C1N=C(N2CCN(c3ccccc3)CC2)S/C1=C/c1ccco1
    11	-4	0.8	11	-12	3	20	0.89	20
8) CCCCOc1ccc(CN2CCCCC2)cc1
    -1	-2	0.86	-4	5	3	14	1	29
9) O=C(CSc1n[nH]c(=O)n1C1CC1)Nc1ccc(F)c([N+](=O)[O-])c1
    0	-5	1.1	-6	-10	-3	-14	1	7
10) COc1ccc(CC(=O)NCc2nnc(SCc3ccc([N+](=O)[O-])cc3)n2C)cc1
    -20	-8	1.2	0	-3	-14	-23	1.2	-11

Going on with the list:
The line under a structure holds: mIAP inh	ATG4B inhibitor	hIAP act	Apaf1 inhib	tim10-1 inh	TIM10 inh	hIAP inh	mIAP act	NALP3 yeast inh
11) CC(C)N1C(=O)CCC1C(=O)N1CCCc2ccccc21 (centres undefined)
    0	7	1	12	6	-20	-4	1	3
12) COC(=O)Cc1ccc(N(Cc2ccccc2F)S(=O)(=O)c2ccc(C)cc2)cc1
    6	12	0.97	25	21	-1	3	0.94	12
13) CCCCNC(=O)[C@H]1N2C(=O)c3c(ccc(OC)c3OC)C2SC1(C)C (some centres undefined)
    6	-2	1	11	14	-11	0	0.94	-7
14) CCc1ccc(C(=O)COC(=O)C(CCSC)NC(=O)C23CC4CC(CC(C4)C2)C3)cc1 (centres undefined)
    9	8	0.98	-9	11	11	2	0.91	-3
15) Cc1ccc(N2CC(C(=O)OCC(=O)c3ccc([N+](=O)[O-])cc3)CC2=O)cc1 (centres undefined)
    -1	0	0.92	-6	14	3	8	1	6
16) CSc1nc2ccc(N3C(=O)C4CCCCC4C3=O)cc2s1 (centres undefined)
    -9	-2	1.1	2	16	10	-13	1.1	32
17) Cc1ccc(CNC(=O)CSCc2ccc(F)cc2)cc1
    11	-3	1	-7	18	6	-5	0.89	20
18) COC(=O)C1(CCSC)NC(c2ccccc2F)C2C(=O)N(c3ccc4c(c3)OCCO4)C(=O)C21 (centres undefined)
    -5	-10	1.3	-1	34	27	-26	1.1	-5
19) O=c1cc(-c2cc3ccccc3o2)c2cc(O)ccc2o1
    4	-5	1.1	-234	9	6	-10	0.96	12
20) Cn1c(=O)c2c(ncn2Cc2cccc(Cl)c2)n(C)c1=O
    3	3	0.8	-19	25	22	20	0.97	1

Other structures:
The line under a structure holds: mIAP inh	ATG4B inhibitor	hIAP act	Apaf1 inhib	tim10-1 inh	TIM10 inh	hIAP inh	mIAP act	NALP3 yeast inh
21) CCc1nnc(NC(=O)CCC(=O)N2CCN(S(=O)(=O)c3cc(Cl)ccc3OC)CC2)s1
    -7	-5	0.84	5	0	5	16	1.1	4
22) COc1cc(CCC(=O)OCC(=O)Nc2c(C)cccc2C(C)C)cc(OC)c1OC
    -9	-1	0.99	8	8	-6	1	1.1	6
23) O=C(NC1CCCC1)C1CC(c2ccc(F)cc2)=NO1 (centres undefined)
    10	3	0.9	1	3	-15	10	0.9	14
24) O=C(O)/C(=C\c1ccc(Cl)c([N+](=O)[O-])c1)c1ccc(S(=O)(=O)N2CCCC2)s1
    16	7	0.99	3	6	9	1	0.84	3
25) CCC1(c2ccc(F)cc2)NC(=O)N(CC(=O)N2CCOCC2)C1=O (centres undefined)
    -6	-7	0.91	1	4	-2	9	1.1	5
26) COC(=O)CN1C(c2ccccc2)=Nc2ccc(Cl)cc2C1c1ccccc1 (centres undefined)
    30	-1	1	20	35	23	-2	0.7	14
27) CCOc1cc(/C=C(/C#N)c2ccc(F)cc2)ccc1OCc1ccc(C(=O)O)o1
    -2	13	1.1	0	9	9	-11	1	-3
28) CCOC(=O)C(C(=O)OCC)C(C(=O)OCC)N1CCOCC1 (centres undefined)
    4	-3	1.1	-8	63*	68*	-14	0.96	12
29) Cc1nn(-c2ccccc2)c(C)c1NC(=O)COc1cc(F)ccc1[N+](=O)[O-]
    -9	-12	1	1	15	-10	-4	1.1	13
30) CCN(CC)S(=O)(=O)c1ccc2c(c1)c(=O)c(C(=O)NCCc1ccccc1)cn2C
    3	-3	0.95	12	4	-3	5	0.97	10

Next section:
The line under a structure holds: mIAP inh	ATG4B inhibitor	hIAP act	Apaf1 inhib	tim10-1 inh	TIM10 inh	hIAP inh	mIAP act	NALP3 yeast inh
31) CC1(C)Cc2c(oc3ncn4ncnc4c23)CO1
    -2	-1	1	-7	-10	4	-3	1	-9
32) Cc1cc(/C=C(/C#N)C(=O)Nc2ccc(Cl)cc2)c(C)n1-c1cccnc1
    12	-5	1	15	21	-8	-2	0.88	10
33) Cc1ccc(C2CC(=O)Oc3cc(C)c(Br)c(C)c32)cc1 (centres undefined)
    -8	-3	nt	21	19	16	nt	1.1	nt
34) CCOc1ccc(C(C(=O)NC2CCCC2)N(CCCO)C(=O)c2ccc(-c3ccccc3)[nH]2)cc1 (centres undefined)
    -19	-8	0.96	12	15	4	4	1.2	-8
35) COc1ccc(S(=O)(=O)N(C)CC(=O)Nc2ccc3c(c2)OCO3)cc1OC
    6	-13	1	-4	1	12	-2	0.94	10
36) CCC(C)(C(=O)NC1CCCCC1)N(C)C(=O)c1ccccn1 (centres undefined)
    2	0	1	-4	1	-1	-3	0.98	-8
37) Cc1ccc(-c2cc(=O)c3ccc(F)cc3[nH]2)cc1
    -3	1	0.88	-3	-7	-2	12	1	10
38) Cc1ccc2nc3c(cc2c1)CN(Cc1ccco1)C(=NCC1CCCO1)S3 (centres undefined)
    23	-8	0.85	20	21	30	15	0.77	0
39) CC(C)Oc1ccc(C(CC(=O)NCc2ccco2)c2ccccc2)cc1 (centres undefined)
    -9	44*	1	2	40*	19	-1	1.1	1
40) CCNc1nc(SCCOc2ccccc2)nc(N(C)C)n1
    6	16	0.81	5	19	32	19	0.94	22

Additional entries.
The line under a structure holds: mIAP inh	ATG4B inhibitor	hIAP act	Apaf1 inhib	tim10-1 inh	TIM10 inh	hIAP inh	mIAP act	NALP3 yeast inh
41) COc1ccc(-c2[nH]ncc2/C=N\NS(=O)(=O)c2ccccc2)cc1OC
    1	-8	0.9	-3	-8	-7	10	0.99	13
42) CCOC(=O)C(=CNc1ccc(O)c(C(=O)OC)c1)C(=O)OCC
    -2	-8	1	2	-3	-11	-2	1	26
43) CCc1ccc(CNC(=O)CCC(=O)N2Cc3cccc(OC)c3Oc3ncccc32)cc1
    -2	-4	1.1	15	9	12	-11	1	1
44) CCOc1ncccc1C(=O)OC(C)C(=O)NC(=O)NC1CCCCC1 (centres undefined)
    8	-5	0.94	3	26	22	6	0.93	15
45) COc1cccc(C(N)=O)c1
    -7	-7	0.97	10	20	2	3	1.1	7
46) Cc1ccc(S(=O)(=O)N2CCCCC2)cc1C(=O)N1CCCC1
    0	-3	1	-5	-4	9	0	1	13
47) Cc1ccc(S(=O)(=O)N(CC(=O)O)c2ccc(Cl)c(C(F)(F)F)c2)cc1
    -2	-1	1	3	22	1	0	1	-1
48) COc1cc(Nc2cc(C)nc3nc(C)nn23)cc(OC)c1OC
    -5	7	1	0	-10	3	0	1	1
49) COCCCNC(=O)Cn1cc(/C=C(\C#N)C(=O)N2CCN(c3ccccc3)CC2)c2ccccc21
    0	-13	1	13	9	2	-4	1	-3
50) Cc1cc(O)c(C)c(O)c1/C=N/NC(=O)c1cccnc1
    2	-1	1	3	16	2	-1	0.98	-29

Additional records.
The line under a structure holds: mIAP inh	ATG4B inhibitor	hIAP act	Apaf1 inhib	tim10-1 inh	TIM10 inh	hIAP inh	mIAP act	NALP3 yeast inh
51) CN(CC(=O)Nc1c(Cl)cccc1Cl)C(=O)c1n[nH]c2ccccc12
    0	-1	0.99	4	6	6	1	1	7
52) O=C1/C(=N\S(=O)(=O)c2cccs2)C([n+]2ccc(CCCc3ccccc3)cc2)=C([O-])c2ccccc21
    12	16	1.1	46*	7	0	-6	0.88	32
53) COc1cccc(OCCSc2nnc3sc4ccccc4n23)c1
    1	10	0.94	3	9	-3	6	0.99	25
54) COC(C(=O)N/N=C(\C)CC(=O)Nc1ccc(N(C)C)cc1)c1ccccc1 (centres undefined)
    -4	-9	1.1	6	-17	0	-7	1	11
55) COc1ccc(CCC(=O)OCC(=O)Nc2ccccc2)cc1
    0	-11	1.1	0	-3	-15	-5	1	14
56) COc1ccc(N2C(=O)C(=O)/C(=C(/O)c3ccc(C)cc3)C2c2cccnc2)cc1 (centres undefined)
    4	-1	1.2	-8	10	6	-18	0.96	-2
57) O=C(O)CN(c1ccccc1)S(=O)(=O)c1cc(C(F)(F)F)cc(C(F)(F)F)c1
    3	-13	1.1	6	-12	5	-6	0.97	8
58) CCN(CC)S(=O)(=O)c1ccc(NS(=O)(=O)c2ccc(C)c(C)c2)cc1
    14	-6	0.9	9	15	-1	10	0.86	9
59) Cc1noc(N)c1C(=O)Nc1ccc(C(C)(C)C)cc1
    -7	-3	0.95	5	32	11	4	1.1	26

An excerpt from above, limited to hIAP inh.
no. | SMILES | hIAP inh
52 | O=C1/C(=N\S(=O)(=O)c2cccs2)C([n+]2ccc(CCCc3ccccc3)cc2)=C([O-])c2ccccc21 | -6
51 | CN(CC(=O)Nc1c(Cl)cccc1Cl)C(=O)c1n[nH]c2ccccc12 | 1
54 | COC(C(=O)N/N=C(\C)CC(=O)Nc1ccc(N(C)C)cc1)c1ccccc1 (centres undefined) | -7
